Screening results as filed in PubChem.
ERp5 block: blocks human ERp5 reductase activity on insulin | ERp5 insulin aggregation, absorbance 650 nm, 90 min | inhibition, % at 9.99 µM | 350,000 tested, 0.05% active;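 active = mean replicate inhibition above about 25%, with every replicate also reaching it, limit read from the data, passing the limit was not always enough; inconclusive = only one of those two criteria met; inactive = neither criterion met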
Target sequence (Q15084 whole entry, looked up): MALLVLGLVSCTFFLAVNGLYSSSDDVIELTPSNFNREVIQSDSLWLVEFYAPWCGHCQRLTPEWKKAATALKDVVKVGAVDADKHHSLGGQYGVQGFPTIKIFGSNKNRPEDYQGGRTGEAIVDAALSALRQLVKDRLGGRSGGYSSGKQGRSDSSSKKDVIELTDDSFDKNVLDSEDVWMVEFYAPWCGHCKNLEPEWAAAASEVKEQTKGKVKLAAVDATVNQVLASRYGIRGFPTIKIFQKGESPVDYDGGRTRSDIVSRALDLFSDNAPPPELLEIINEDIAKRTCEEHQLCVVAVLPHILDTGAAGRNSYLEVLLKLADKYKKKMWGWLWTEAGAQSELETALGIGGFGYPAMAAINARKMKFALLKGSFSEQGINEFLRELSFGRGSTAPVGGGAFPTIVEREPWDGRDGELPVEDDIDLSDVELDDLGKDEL
PAX8 reporter: inhibitors of PAX8 transcriptional activity in RMG-I cells; inhibition, % at 12.6 µM; 360,000 tested, 1.2% active; RMG-I TPO-luciferase reporter, SteadyGlo, 24 h; AID 652154;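 active = mean replicate inhibition at least 60% with every replicate also reaching 60%; inconclusive = only one of the two criteria is met; inactive = mean below 60% and not all replicates reaching 60%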;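 note: luciferase light reporting Pax8 driven TPO promoter activity; plate controls were median of neutral control wells for no effect and mitoxantrone controls for full effect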
CFTR F508del cor: CFTR F508del correction in bronchial cells. CFBE cells, YFP halide quenching; stimulated with forskolin plus potentiator P3; % fluorescence drop versus neutral controls. activity (quench increase), % at 7.58 µM. 350,000 tested, 0.36% active;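 active = mean added fluorescence quench of at least 8% versus neutral control, with both replicates also reaching 8%; inconclusive = only one of the mean or replicate conditions met; inactive = mean below 8% and not both replicates reaching 8%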;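 note: cells transiently co-express mutant CFTR-F508del with the halide-sensitive YFP; corrector assay measuring rescue of mutant channel to the surface after 24 h compound exposure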
Xi reactivation: activators of X-chromosome reactivation in mouse fibroblasts. XiGFP mouse fibroblasts, % GFP-positive cells imaging, 3 d; cells co-treated with 5-aza-dC sensitizer; scaled so ellipticine positive control = 100%. activation, % at 7.58 µM. 360,000 tested, 0.055% active;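 active = mean normalized replicate activation at least 10% and every replicate at or above 10%; inconclusive = only one of the two criteria met; inactive = mean below 10% and not all replicates reach 10%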;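 note: 0% = median of on-plate neutral control wells and 100% = ellipticine 6 µM median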
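Assay system – SV40-immortalized XiGFP fibroblast cells, line 68-5-11 · Buffer or medium – DMEM supplemented with 5-aza-dC as sensitizing agent · Dosing – one concentration, pinned · Benchmarks – positive control ellipticine, 6 µM final · Times – 3 days compound exposure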
ARNT TACC3 PPI: ARNT/TACC3 interaction disruption | 390,000 tested, 0.66% active | Q9Y6A5 | inhibition, % at 9.99 µM | AlphaScreen His-ARNT PAS-B/GST-TACC3 binding, luminescence; TACC3 fragment carries E629A point mutation;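 active = mean inhibition of replicates at least 50% and at least half of replicates each reaching 50%; inconclusive = half or more replicates reach 50% but mean below 50%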;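 note: 0% = complete ARNT plus TACC3 wells and 100% = ARNT alone without TACC3; many hits fall short of the cut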
EWS-Fli block: inhibitors of EWS/Fli oncoprotein transcriptional activity; 350,000 tested, 0.67% active; A673 NR0B1-luciferase reporter, viability-normalised; inhibition, % at 12.6 µM;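 active = mean inhibition of at least 50% after viability correction, with every replicate also passing that limit; inconclusive = mean reaches 50% but only one of two replicates passes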;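 note: firefly luciferase signal divided by Alamar Blue viability fluorescence both relative to DMSO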
DENV2 CPE: inhibitors of DENV2 cytopathic effect. DENV2-infected cells, cytopathic effect rescue, plate reader. 350,000 tested, 1.7% active. CPE inhibition, % at 9.99 µM. AID 651640; in the data active = CPE inhibition above about 20%, passing the limit was not always enough; inconclusive = no clear call, values can overlap the other calls; tested in BHK-21 cells;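 note: 0% = median of neutral control wells and 100% = median of positive control wells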
GSIS activator: primary screen for activators of insulin secretion dependent on glucose, INS-1E cells, GLuc reporter luminescence; INS-1E GLuc reporter insulin secretion, 2-3 h; activation, % at 16.6 µM; 370,000 tested, 0.61% active; AID 743287;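 active = lowest replicate activation of at least 40%, so every replicate reaches that level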;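 note: 0% = median of neutral control wells and 100% = median of IBMX positive control wells; some compounds called inactive have numbers as strong as hits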
Starred values were filed as active, the others as inactive.

COCCNc1nc(NCc2ccccc2)c2cnn(C)c2n1 was read as ERp5 block -3, PAX8 reporter -3, CFTR F508del cor 2.2, Xi reactivation 0.0, ARNT TACC3 PPI -4, EWS-Fli block -3, DENV2 CPE -2 and GSIS activator 4.
Cc1ccc(C2C=C(c3ccccc3)Nc3ncnn32)cc1 (configuration not stated) was read as ERp5 block 5, PAX8 reporter 12, CFTR F508del cor 1.5, Xi reactivation 0.0, EWS-Fli block 1 and GSIS activator 11.
O=C(NC1CC1)c1ccc(NC(=O)C2CCCC2)cc1 was read as ERp5 block -1, PAX8 reporter -156, CFTR F508del cor -1.7, Xi reactivation 0.1, ARNT TACC3 PPI -1, EWS-Fli block -17, DENV2 CPE 72* and GSIS activator 15.
`CCC(=O)Nc1ccc2c(c1)C(=O)N(C)C[C@H](OC)[C@H](C)CN(C(=O)C1CCC1)[C@@H](C)CO2` gave ERp5 block -4, CFTR F508del cor -1.4, Xi reactivation 0.1, ARNT TACC3 PPI -10, EWS-Fli block 1, DENV2 CPE 10 and GSIS activator 6.
Screening CCN(CC)CCCn1c2c(c(SCC(=O)Nc3ccc(C)c(F)c3)nc1=O)CCC2 returned ERp5 block 8, PAX8 reporter 7, CFTR F508del cor -1.2, Xi reactivation 0.0, ARNT TACC3 PPI -3, EWS-Fli block 4, DENV2 CPE 5 and GSIS activator -6.
C[C@H](NC(=O)C1CCN(S(=O)(=O)c2ccccc2)CC1)C(=O)NCc1ccccc1 was read as ERp5 block 9, PAX8 reporter 15, CFTR F508del cor -1.5, Xi reactivation -0.1, ARNT TACC3 PPI 5, EWS-Fli block 4, DENV2 CPE -1 and GSIS activator -2.
c1ccc(CNc2nc(-c3cccnc3)cs2)cc1 was read as ERp5 block -15, PAX8 reporter -66, CFTR F508del cor -2.0, Xi reactivation -0.7, ARNT TACC3 PPI 7, EWS-Fli block -28, DENV2 CPE -4 and GSIS activator 14.
Screening O=C(c1ccc(F)cc1)N1CC[C@@H]2[C@@H](CO)Nc3ccc(C#Cc4ccc(F)cc4)cc3[C@@H]21 returned PAX8 reporter -8, CFTR F508del cor 1.2, Xi reactivation 0.1, ARNT TACC3 PPI 1, EWS-Fli block -1, DENV2 CPE -29 and GSIS activator 5.
For CC(C)(C)NC(=O)C(c1cccc2ccccc12)n1c(=O)c(-c2ccco2)nc2ccccc21 (configuration not stated) the results were ERp5 block -1, PAX8 reporter 10, CFTR F508del cor 2.5, Xi reactivation 0.0, EWS-Fli block -10, DENV2 CPE 0 and GSIS activator -17.
C[C@@H]1CCCCO[C@H](CN(C)Cc2ccncc2)[C@H](C)CN([C@@H](C)CO)C(=O)c2cc(NC(=O)Nc3ccccc3)ccc2O1 was read as ERp5 block 1, PAX8 reporter 29, CFTR F508del cor -1.6, Xi reactivation -0.1, ARNT TACC3 PPI 3, DENV2 CPE -4 and GSIS activator -16.
For O=C(NCCN1CCCCC1)[C@H]1[C@H](CO)[C@H]2Cn3c(cccc3=O)[C@@H]1N2C(=O)C1CC1 the results were ERp5 block 3, PAX8 reporter -10, CFTR F508del cor -0.8, Xi reactivation -0.1, ARNT TACC3 PPI 6, EWS-Fli block 3, DENV2 CPE 3 and GSIS activator 5.
`N#Cc1ccc(-c2ccc3c(c2)[C@@H]2[C@@H](CCN2C(=O)C2CCC2)[C@H](CO)N3)cc1` gave ERp5 block 8, CFTR F508del cor -0.9, Xi reactivation 0.1, EWS-Fli block -3, DENV2 CPE -1 and GSIS activator 13.

Entries shown so far that contain a halogen (two):
Screening CCN(CC)CCCn1c2c(c(SCC(=O)Nc3ccc(C)c(F)c3)nc1=O)CCC2 returned ERp5 block 8, PAX8 reporter 7, CFTR F508del cor -1.2, Xi reactivation 0.0, ARNT TACC3 PPI -3, EWS-Fli block 4, DENV2 CPE 5 and GSIS activator -6.
Screening O=C(c1ccc(F)cc1)N1CC[C@@H]2[C@@H](CO)Nc3ccc(C#Cc4ccc(F)cc4)cc3[C@@H]21 returned PAX8 reporter -8, CFTR F508del cor 1.2, Xi reactivation 0.1, ARNT TACC3 PPI 1, EWS-Fli block -1, DENV2 CPE -29 and GSIS activator 5.

Next section
For COc1ccccc1C(=O)Nc1ccc(S(=O)(=O)N2CCc3ccccc32)cc1 the results were ERp5 block 5, CFTR F508del cor -7.0, ARNT TACC3 PPI -5, EWS-Fli block -13, DENV2 CPE -1 and GSIS activator -3.
For CC(=O)NC1CC2CCCC(C1)N2Cc1ccc(C)cc1 (configuration not stated) the results were ERp5 block 2, PAX8 reporter 6, CFTR F508del cor -0.9, Xi reactivation 0.0, ARNT TACC3 PPI -2, EWS-Fli block 4, DENV2 CPE 1 and GSIS activator 3.
Screening O=C(C[n+]1ccc(C(=O)NCc2ccccc2)cc1)c1ccc(OC(F)F)cc1 returned ERp5 block -4, PAX8 reporter 2, CFTR F508del cor 1.9, Xi reactivation -0.6, ARNT TACC3 PPI 8, EWS-Fli block -4, DENV2 CPE -3 and GSIS activator 14.
For Cc1ccc(OCc2cc(C(=O)NCc3ccc(OC(F)(F)F)cc3)no2)cn1 the results were ERp5 block 0, PAX8 reporter -7, CFTR F508del cor -1.8, Xi reactivation 0.0, ARNT TACC3 PPI -3, DENV2 CPE 5 and GSIS activator -3.
For COc1ccccc1NC(=O)Nc1nnc(Cc2ccccc2F)s1 the results were ERp5 block -1, PAX8 reporter 6, CFTR F508del cor 6.4, Xi reactivation 0.0, ARNT TACC3 PPI 3, EWS-Fli block 10, DENV2 CPE -1 and GSIS activator 2.
Screening CSc1ncccc1C(=O)Nc1ncc(C)s1 returned ERp5 block 4, PAX8 reporter -23, CFTR F508del cor 0.8, Xi reactivation -0.1, ARNT TACC3 PPI -1, EWS-Fli block -5, DENV2 CPE 1 and GSIS activator -8.
For O=C(Nc1nnc(S(=O)(=O)N2CCN(c3ccc(F)cc3)CC2)s1)c1ccco1 the results were ERp5 block 4, PAX8 reporter -16, CFTR F508del cor 2.4, Xi reactivation 0.0, ARNT TACC3 PPI 2, DENV2 CPE 10 and GSIS activator 4.
Cc1ccc(NC(=O)Nc2nnc(-c3ccncc3)s2)cc1C was read as ERp5 block 0, PAX8 reporter -42, CFTR F508del cor -6.3, Xi reactivation 0.0, ARNT TACC3 PPI -30, EWS-Fli block -35, DENV2 CPE -1 and GSIS activator -9.
For C=CCn1c(-c2ccccc2OC)n[nH]c1=S the results were PAX8 reporter 23, Xi reactivation 0.0, ARNT TACC3 PPI -4 and GSIS activator -3.
`O=C(Nc1nc2c(s1)CN(Cc1ccccc1)CC2)c1c(F)cccc1F` gave ERp5 block -5, PAX8 reporter -86, CFTR F508del cor 2.1, Xi reactivation 0.0, ARNT TACC3 PPI -2, EWS-Fli block -47, DENV2 CPE -6 and GSIS activator -6.
O=C(C[C@@H]1C=C[C@H](NC(=O)Nc2cc(F)ccc2F)[C@@H](CO)O1)NCc1ccc2c(c1)OCO2 was read as ERp5 block 2, CFTR F508del cor 1.0, Xi reactivation 0.0, ARNT TACC3 PPI 5, DENV2 CPE 7 and GSIS activator 5.
`Cc1cc(NC(=O)CSCC(=O)N(C)Cc2c(F)cccc2Cl)no1` gave ERp5 block 17, PAX8 reporter -10, CFTR F508del cor -3.0, Xi reactivation 0.2, ARNT TACC3 PPI 0, EWS-Fli block -4, DENV2 CPE 1 and GSIS activator -2.

2 compounds drawn at random from those above:
c1ccc(CNc2nc(-c3cccnc3)cs2)cc1 was read as ERp5 block -15, PAX8 reporter -66, CFTR F508del cor -2.0, Xi reactivation -0.7, ARNT TACC3 PPI 7, EWS-Fli block -28, DENV2 CPE -4 and GSIS activator 14.
COCCNc1nc(NCc2ccccc2)c2cnn(C)c2n1 was read as ERp5 block -3, PAX8 reporter -3, CFTR F508del cor 2.2, Xi reactivation 0.0, ARNT TACC3 PPI -4, EWS-Fli block -3, DENV2 CPE -2 and GSIS activator 4.

Carrying on.
Screening C[C@@H]1CN([C@H](C)CO)C(=O)Cc2cc(NC(=O)Nc3ccccc3)ccc2O[C@H]1CN(C)C(=O)Nc1ccc(C(F)(F)F)cc1 returned PAX8 reporter -4, CFTR F508del cor -1.3, Xi reactivation -0.1, ARNT TACC3 PPI 3, EWS-Fli block 5, DENV2 CPE inconclusive and GSIS activator -1.
Screening CC(=O)N1CCc2cc(Br)cc(S(=O)(=O)N3CCc4ccccc43)c21 returned ERp5 block 1, PAX8 reporter 49, CFTR F508del cor -1.7, Xi reactivation 0.0, ARNT TACC3 PPI -1, EWS-Fli block -12, DENV2 CPE -6 and GSIS activator -9.
`Cc1cc(Br)ccc1NC(=O)c1ccco1` gave ERp5 block 2, PAX8 reporter -51, CFTR F508del cor -0.7, Xi reactivation 0.1, ARNT TACC3 PPI 1, EWS-Fli block -25, DENV2 CPE -2 and GSIS activator -3.
Screening Cc1ccc(NC(=O)c2cncc(Br)c2)c(O)c1 returned ERp5 block 1, PAX8 reporter -168, CFTR F508del cor 0.6, Xi reactivation 0.5, ARNT TACC3 PPI -6, EWS-Fli block -51, DENV2 CPE 1 and GSIS activator -7.
For O=C1Nc2ccccc2C1=Nc1ccc(S(=O)(=O)Nc2nccs2)cc1 the results were ERp5 block -2, PAX8 reporter 14, CFTR F508del cor -1.2, Xi reactivation 0.2, ARNT TACC3 PPI 1, EWS-Fli block 13, DENV2 CPE -8 and GSIS activator 7.
Screening Cc1c(NC(=O)CSc2nnc(Nc3ccccc3)s2)c(=O)n(-c2ccccc2)n1C returned PAX8 reporter -6, Xi reactivation 1.1, ARNT TACC3 PPI 0 and GSIS activator -3.
CC(=O)N1CCN(C(=O)c2ccc3oc(CCCc4ccccc4)nc3c2)CC1 was read as ERp5 block -7, PAX8 reporter -23, CFTR F508del cor -0.9, Xi reactivation 2.6, ARNT TACC3 PPI 0, DENV2 CPE 2 and GSIS activator -9.
Screening C[C@@H]1CN([C@@H](C)CO)C(=O)c2cccc(NS(=O)(=O)c3cn(C)cn3)c2O[C@H]1CN(C)Cc1ccc(-c2ccccc2)cc1 returned ERp5 block -1, PAX8 reporter 13, CFTR F508del cor 2.6, Xi reactivation 0.3, ARNT TACC3 PPI -2, EWS-Fli block -2, DENV2 CPE -11 and GSIS activator 0.
O=C(N/N=C/c1ccccn1)NC12CC3CC(CC(C3)C1)C2 was read as ERp5 block -3, PAX8 reporter -81, CFTR F508del cor -0.7, Xi reactivation 0.2, ARNT TACC3 PPI 10, EWS-Fli block -57, DENV2 CPE -1 and GSIS activator 13.
For CSc1nc(Cl)c(C#N)c(-c2ccc(C)cc2)n1 the results were ERp5 block -7, CFTR F508del cor -2.2, ARNT TACC3 PPI -3, EWS-Fli block 0, DENV2 CPE -5 and GSIS activator -13.
`CCC(=O)NC[C@H]1[C@@H](c2ccc(C3=CCCC3)cc2)[C@@H](CO)N1C(=O)CN(C)C` gave ERp5 block 2, CFTR F508del cor -0.4, Xi reactivation 0.1, DENV2 CPE -1 and GSIS activator 9.
For CCOC(=O)C1CCCN(S(=O)(=O)c2ccc(S(N)(=O)=O)cc2)C1 (configuration not stated) the results were ERp5 block -1, PAX8 reporter 4, CFTR F508del cor 7.8, Xi reactivation 0.0, ARNT TACC3 PPI -1, EWS-Fli block 3, DENV2 CPE -4 and GSIS activator 3.
For Cc1ccc(C(=O)O/N=C/c2ccc(N(C)C)cc2)cc1 the results were ERp5 block -8, PAX8 reporter -35, CFTR F508del cor -1.6, Xi reactivation 0.1, ARNT TACC3 PPI 3, EWS-Fli block -3, DENV2 CPE 0 and GSIS activator 5.
